cytoskel mod: cytoskeleton assembly modification; HUVEC TNFa F-actin phalloidin imaging, high content; inhibition, % at 2 µM; 91,000 compounds, 0.18% hits; AID 836;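 active = inhibition above the batch mean plus 3 SD and confirmed as a hit by visual image inspection, cut at about 30% in these data, passing the limit was not always enough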; note: strong numbers were not always called active
ERb coact inh: ER-beta (human) coactivator binding inhibition. 86,000 compounds, 1.3% hits. Q92731. inhibition, % at 25.6 µM. TR-FRET ER-beta LBD / SRC1-Cy5 peptide binding; receptor agonist-loaded with 1 µM estradiol;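 active = compounds whose percent inhibition of the receptor-coactivator binding signal exceeds about 50% in the single-dose screen, limit read from the data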;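 note: 0% = receptor plus peptide wells without compound and 100% = peptide-only wells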
Target sequence (Q92731 whole entry, looked up, the tested form may be a part): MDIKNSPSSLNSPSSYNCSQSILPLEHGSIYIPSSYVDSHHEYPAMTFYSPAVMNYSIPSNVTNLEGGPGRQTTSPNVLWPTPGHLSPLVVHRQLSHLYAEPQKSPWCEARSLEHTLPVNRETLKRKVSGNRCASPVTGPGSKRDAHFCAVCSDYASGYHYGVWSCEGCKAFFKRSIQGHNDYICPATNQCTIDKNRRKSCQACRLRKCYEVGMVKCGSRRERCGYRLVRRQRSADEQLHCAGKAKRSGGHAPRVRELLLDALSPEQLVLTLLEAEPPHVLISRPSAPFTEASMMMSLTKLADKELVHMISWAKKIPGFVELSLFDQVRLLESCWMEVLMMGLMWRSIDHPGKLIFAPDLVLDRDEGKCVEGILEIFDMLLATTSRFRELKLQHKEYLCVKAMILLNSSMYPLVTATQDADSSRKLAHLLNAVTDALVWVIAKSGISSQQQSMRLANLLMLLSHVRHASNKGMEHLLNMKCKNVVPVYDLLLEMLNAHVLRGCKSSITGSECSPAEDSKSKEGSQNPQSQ
Smad3 inh: inhibitors of human Smad3 transcription factor binding; P84022; TR-FRET Smad3/Dy647-FoxH1 peptide binding, europium anti-His; inhibition, % at 25 µM; 88,000 compounds, 0.29% hits;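 active = compounds that reduce the energy-transfer binding signal between the protein and its labelled peptide by more than half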;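 note: 0% = Smad3 plus labelled peptide maximal FRET and 100% = peptide-only background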
Target sequence (P84022 whole entry, looked up): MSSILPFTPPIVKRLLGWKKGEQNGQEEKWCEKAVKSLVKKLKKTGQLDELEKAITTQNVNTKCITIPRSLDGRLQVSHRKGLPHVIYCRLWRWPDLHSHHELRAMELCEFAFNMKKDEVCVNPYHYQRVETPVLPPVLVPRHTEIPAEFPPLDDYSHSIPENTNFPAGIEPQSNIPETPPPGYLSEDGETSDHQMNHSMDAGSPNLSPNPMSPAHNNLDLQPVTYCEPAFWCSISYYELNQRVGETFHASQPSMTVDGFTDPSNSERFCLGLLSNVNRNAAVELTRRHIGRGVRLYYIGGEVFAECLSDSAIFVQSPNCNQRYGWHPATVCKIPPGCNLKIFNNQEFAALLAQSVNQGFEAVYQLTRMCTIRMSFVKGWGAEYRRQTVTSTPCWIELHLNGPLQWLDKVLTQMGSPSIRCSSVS
Calb biofilm kill: kills Candida albicans biofilms. C. albicans biofilm + clotrimazole, Alamar Blue. 85,000 compounds, 0.14% hits. inhibition, % at 6 µM;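 active = inhibition above 20%; inactive = inhibition below 20%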;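 note: preformed 24 hr biofilms exposed to compound for 48 hr; 0% = biofilm without compound and 100% = blank killed by clotrimazole plus chlorhexidine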
VCAM1 TNFa inh: reduces TNF alpha induced VCAM1 expression in HUVEC | HUVEC TNFa-induced VCAM-1 immunofluorescence, high-content imaging | inhibition, % at 2 µM | 95,000 compounds, 0.48% hits | AID 802;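 active = inhibition above the batch mean plus 3 SD, with images confirmed as a hit by eye, cut at about 37% in these data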;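 note: 0% = TNF-stimulated DMSO wells and 100% = unstimulated control wells; not every result past the cut was called active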
sEH inh: soluble epoxide hydrolase (human) inhibition. inhibition, % at 2 µM. 91,000 compounds, 0.34% hits. recombinant human sEH enzymatic activity assay. P34913; in the data active = inhibition above about 80%; note: values of inactives mirror those of a sister screen read the other way; many of its hits are not listed in these tables
IL1B cytotox: toxic to HUVEC cells under IL-1B stimulation | AID 845 | 94,000 compounds, 0.41% hits | cell count reduction, % at 2 µM | HUVEC cell count loss, Hoechst imaging, IL-1B stimulated;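 active = cell count reduction more than 3 SD above the screen-wide mean, cut at about 70% in these data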;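 note: normalized per plate to untreated control cells as the no-loss baseline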
TNFa cytotox: toxic to HUVEC cells under TNF alpha stimulation | HUVEC TNFalpha-stimulated, Hoechst cell count, imaging | cell count reduction, % at 2 µM | 93,000 compounds, 0.17% hits;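 active = cell count reduction exceeding the screen mean by over 5 SD, scaled to untreated wells per plate, cut at about 78% in these data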;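 note: cells counted after 24 h of TNF alpha exposure following the 1 h pretreatment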
sEH act: soluble epoxide hydrolase (human) activation; P34913; purified human sEH enzymatic activity, activator screen; activation, % at 2 µM; 91,000 compounds, 0.04% hits; in the data active = activation above about 37%; note: values of inactives mirror those of a sister screen read the other way
* = called active by the depositor; · = not tested or not shown; [ ] = dose if it differs, or a comment. The list is partial. The share of hits here may be higher or lower than overall.

Results follow in this order: cytoskel mod	ERb coact inh	Smad3 inh	Calb biofilm kill	VCAM1 TNFa inh	sEH inh	IL1B cytotox	TNFa cytotox	sEH act
CCCNC(=O)COC(=O)CCC(=O)c1ccc(F)cc1
  -6	·	·	·	-11	-2	-7	-7	0
O=C(O)c1[nH]c2ccccc2c1-c1ccccc1
  -4	3	80*[fluorescence artefact?]	3	-12	4	-11	-15	-4
COc1ccc(C2CC(c3c(-c4ccccc4)c4cc(Cl)ccc4[nH]c3=O)=NN2S(C)(=O)=O)cc1 (stereo unspecified)
  -6	-5	-7	10	-6	-2	24	10	2
CC(=NCc1cccnc1)C1=C(O)c2ccccc2C1=O
  -3	2	-8	11	4	·	-4	-8	·
CN(C)S(=O)(=O)c1ccc2c(c1)C(CC(=O)O)NC2=O (stereo unspecified)
  9	-8	-3	4	2	4	-34	-29	-6
c1ccc2c(c1)ccc1nnc(-c3ccc4c(c3)OCO4)n12
  9	1	5	6	-7	11	-147	-14	-10
O=S(=O)(c1ccccc1)N1CCSC1c1ccco1 (stereo unspecified)
  1	21	4	9	2	-9	2	-10	5
O=S(=O)(Nc1ccc2c(c1)CCC2)c1cccs1
  -7	-11	-4	9	0	·	5	-13	·
CC(C)(O)C#Cc1ccc(C(=O)N2CCCC2C(=O)O)s1 (stereo unspecified)
  9	-4	-2	1	-2	15	13	-3	-11
O=S(=O)(O)c1nc2ccccc2n1Cc1ccc(Cl)cc1Cl
  22	-7[fluorescence artefact?]	6	1	5	·	-9	-18	·
COc1ccc2[nH]c(=O)c(CN(CC3CCCO3)C(=O)Nc3ccccc3)cc2c1 (stereo unspecified)
  -23	-9	14	-8	13	-5	-2	2	3
CC(=O)C1=C(O)C(=O)N(c2ccc(Br)cn2)C1c1ccccc1F (stereo unspecified)
  1	-8	2[fluorescence artefact?]	7	-11	5	-10	-27	-3
O=C1CC(Nc2ccc(N3CCOCC3)cc2)C(=O)N1c1ccccc1F (stereo unspecified)
  2	-6	4	-6	-14	-3	1	-28	1
CCc1cc2cc(C)ccc2nc1SCC(=O)N1CCN(C(=O)c2ccco2)CC1
  -2	7[fluorescence artefact?]	-5	1	-30	9	4	-11	-7
O=C(Nc1ccc(Cl)cc1)N(Cc1cccnc1)Cc1ccco1
  -10	·	·	·	6	25	12	-5	-23
Cn1c(C(=O)N2CCN(Cc3ccc4c(c3)OCO4)CC2)cc2sccc21
  31	6	1	5	2	0	-9	-11	-1
Cc1ccsc1C(=O)NNC(=S)NCC(C)C
  5	·	·	·	8	-9	-17	-7	11
COc1ccc(NC(=O)CN2c3cccc4cccc(c34)S2(=O)=O)c(OC)c1
  -9	15	-1	4	-8	2	0	-7	-2
CCOc1ccccc1-n1c(COc2ccc(C)cc2)nnc1SCC(N)=O
  -34	3	-2	1	-3	-2	4	0	-1
O=C(NC1CCCCC1)c1ccccc1NC(=O)C1CC1
  -10	2	13	5	0	-8	0	7	13
COc1cc(C2C(C(=O)Nc3ccc(F)cc3)=C(C)Nc3nc(CCCO)nn32)cc(OC)c1OC (stereo unspecified)
  21	0	-13	5	6	7	-3	-11	-3
CCCC(=O)Nc1ccc(Oc2ccc(NC(=O)CCC)cc2)cc1
  15	-4	-3	6	0	14	-21	-38	-13
CCCCN1C(=O)CCC(C(=O)O)C1c1ccccc1 (stereo unspecified)
  0	·	·	·	11	-4	-24	-29	6
Cc1ccnc(NC(=O)C2CCCN(S(=O)(=O)c3cnc[nH]3)C2)c1 (stereo unspecified)
  -7	-12	-1	-1	23	-2	-20	-2	2
Cn1c(=O)cc(OCC(=O)NCc2cccnc2)c2ccccc21
  -1	38	3	7	-8	8	-11	-13	-10
O=C(O)c1cc(Cl)ccc1NC(=O)C1CCCO1 (stereo unspecified)
  13	1	-6	5	-5	0	-29	-9	0
Cc1ccc2c(c1)C(O)(CC(=O)c1ccc3c(c1)OCO3)C(=O)N2 (stereo unspecified)
  -10	-5	6	5	-6	-8	4	13	9
Cc1c(NC2=NC3(CCCCC3)Cc3ccccc32)c(=O)n(C)n1-c1ccccc1
  2	6[fluorescence artefact?]	-4	1	1	-12	-1	-14	10
COc1ccc(C(=O)/C=C(\C)NCc2ccc3c(c2)OCO3)cc1
  -3	·	·	·	-16	8	-13	0	-9
CSC1=C(C#N)C(c2ccc(C)cc2)C2=C(CCCC2=O)N1 (stereo unspecified)
  -17	-6	2	9	10	1	-14	-1	-1

Going on with the list:
Results follow in this order: cytoskel mod	ERb coact inh	Smad3 inh	Calb biofilm kill	VCAM1 TNFa inh	sEH inh	IL1B cytotox	TNFa cytotox	sEH act
Cc1ccc(N=Nc2ccc(O)c(/C=N\NC(=O)c3ccc(N)cc3)c2)cc1C
  7	·	·	·	-7	0	-7	0	-2
CCOc1cc(S(=O)(=O)N(CC)CC)c(OCC)cc1-n1cnnn1
  -8	-6	-1	8	-7	-3	-24	-1	2
Cc1ccc(C)c(NC(=O)CNS(=O)(=O)c2ccccc2)c1
  12	-27	7	5	-16	5	-10	·	0
CCOc1ccc(C2/C(=C(/O)c3ccccc3)C(=O)C(=O)N2CCCN(C)C)cc1OC (stereo unspecified)
  -20	-15	-8	0	-9	4	-31	-5	-2
CCOC(=O)C1CCCCN1Cc1cccc(F)c1 (stereo unspecified)
  7	-1	1	5	-20	6	·	-20	-6
CC(/C=N/Nc1nnc2c(n1)[nH]c1ccccc12)=C\c1ccco1
  2	8	9	1	-3	-5	4	2	6
C=Cn1c(N2CCOCC2)nc2c1c(=O)[nH]c(=O)n2C
  0	·	·	·	0	1	8	2	3
COCC(=O)Oc1c(S(=O)(=O)c2ccc(C)cc2)c(C)nn1-c1ccccc1
  -2	-9	7	3	20	·	4	38	·
Cc1ccc(NC(=O)C2CC=CCC2C(=O)N2CCCCC2)cc1 (stereo unspecified)
  5	-1	-9	-4	-4	5	-7	-1	-4
C=CCSc1nc2sc3c(c2c(=O)n1CC)CCc1ccccc1-3
  0	·	·	·	20	-1	-27	-12	0
Cn1c(SCc2ccccc2Cl)nnc1-c1cnccn1
  5	2	-10	-3	-5	4	13	-16	-2
O=C(CN1CCN(c2ccccc2F)CC1)c1ccc2c(c1)OCO2
  -9	·	·	·	21	3	-23	-8	0
Cc1noc(C)c1S(=O)(=O)N1CCC(C(=O)Nc2ccccn2)CC1
  -6	19[fluorescence artefact?]	-6	12	10	2	-33	-18	-4
Cc1ccccc1-n1c(SCC(=O)c2cc(C)n(C)c2C)nnc1-c1cccnc1
  -19	-6	-12	4	11	-4	3	-3	-1
Cc1ccc(Oc2nc(C(F)(F)F)nc3ccccc23)cc1
  -10	·	·	·	6	-4	-13	-17	6
CCOC(=O)Nc1ccc2c(CN3CCN(S(=O)(=O)c4ccccc4)CC3)cc(=O)oc2c1
  -15	·	·	·	10	5	-9	0	-2
COc1ccc(C)cc1NC(=O)C1CC(=O)N(Cc2ccco2)C1 (stereo unspecified)
  -11	0	26[fluorescence artefact?]	6	-12	-2	2	-12	2
CCCCNS(=O)(=O)c1ccc(S(=O)(=O)n2cnc3ccccc32)cc1
  -2	4	-7	1	5	-6	16	-11	6
CCOC(=O)C1CCN(c2ncnc3c2[nH]c2cccc(OC)c23)CC1
  -8	19	-4	7	18	-15	10	-2	15
Cc1ccc(NC(=O)c2cc(C)on2)cc1
  ·	2	-13	6	0	0	5	-19	1
COc1ccc(-c2cc(-n3c(C(F)(F)F)nc4ccccc43)n(CCC#N)n2)cc1
  6	-15	-4	5	-13	·	-37	-7	·
COc1cc(-c2nnn(CC#N)n2)ccc1OCc1ccccc1
  20	-5	3	9	12	·	-7	-11	·
CC(C)NC(=O)CN1C(=O)C(=O)c2ccccc21
  -6	-8[fluorescence artefact?]	-1	-4	12	2	-20	-9	-2
CCCS(=O)(=O)N1CCN(c2ccccc2F)CC1
  11	-7	-9	10	5	0	13	-8	-1
CCN(CC)c1cccc(OCC(=O)N(C)CCC#N)c1
  31	2	7	8	-17	8	-4	-4	-7
O=C(COC(=O)Cn1cnc2ccccc21)NCCc1ccccc1
  -5	11	-5	9	-16	-2	34	24	4
CC(C)Cc1cc(C(=O)Nc2sc3c(c2C#N)CCC3)no1
  -4	-2	4	3	13	11	-6	-18	-11
C/C(=N/OC(=O)c1ccc(F)cc1)c1ccc(C)cc1
  -19	·	·	·	-16	4	-18	-4	-2
Cc1cc(=O)n2[nH]c(-c3ccc(F)cc3)cc2n1
  -5	-25	4	7	12	·	20	-28	·
O=C(c1nc2ccccc2s1)N1CCSCC1
  -8	7[fluorescence artefact?]	-13	-3	-25	13	33	-11	-9

Remaining list, next part:
Results follow in this order: cytoskel mod	ERb coact inh	Smad3 inh	Calb biofilm kill	VCAM1 TNFa inh	sEH inh	IL1B cytotox	TNFa cytotox	sEH act
CCOC(=O)c1c(NC(=O)COC)sc(C(C)=O)c1C
  10	-29	16[fluorescence artefact?]	7	-8	3	-23	·	2
COc1ccc(F)cc1S(=O)(=O)NC1CCCC1
  10	2	5	2	8	-9	-6	-11	7
COc1ccc(NC(=O)CN2CCN(c3ccc(F)cc3)CC2)cc1Cl
  -17	-11	5	3	-3	-11	2	-8	11
CSc1ccccc1NC(=O)Nc1ccc(Cl)cc1
  ·	-1[fluorescence artefact?]	20	4	10	20	-5	-24	-20
CS(=O)(=O)N1N=C(c2ccc(Cl)cc2)CC1c1cccs1 (stereo unspecified)
  9	-6	3	3	-1	-9	-9	-33	11
COc1ccc(-c2nnc3n2C(C)(C)Cc2cc(OC)c(OC)cc2-3)cc1
  -4	·	·	·	-30	8	-4	-2	-5
CN1CCN(CC(=O)Nc2sc3c(c2C#N)CCC(C(C)(C)C)C3)CC1 (stereo unspecified)
  -20	-7	3	1	0	-14	-13	5	17
COc1ccccc1/C=C/C(=O)c1c2c(c(C)[nH]c1=O)CCCC2
  0	·	·	·	12	-3	-21	-2	4

Entries of single compounds, quoted from the list. Order of screens: cytoskel mod	ERb coact inh	Smad3 inh	Calb biofilm kill	VCAM1 TNFa inh	sEH inh	IL1B cytotox	TNFa cytotox	sEH act
`CSc1ccccc1NC(=O)Nc1ccc(Cl)cc1` in the list: ·	-1[fluorescence artefact?]	20	4	10	20	-5	-24	-20
`CN1CCN(CC(=O)Nc2sc3c(c2C#N)CCC(C(C)(C)C)C3)CC1` (stereo unspecified) in the list: -20	-7	3	1	0	-14	-13	5	17
